# A-T KAP1 phos: candidate therapy for ataxia-telangiectasia. 320,000 compounds, 0.19% hits. […] A-T fibroblasts, KAP-1 phosphorylation AlphaLISA; neocarzinostatin DNA damage 30 min before lysis. Potency, µM (highest dose often 57.5 µM), without a hit: top-dose activation, usual class: activators; note: potency is the fitted concentration of half-maximal effect; % of control where 0% means no effect; nearly all actives have a fitted effect of over 45% in size
#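 ATM-like activity read as KAP-1 phosphorylation via AlphaLISA donor/acceptor antibody pairs after lysis and 6 hr at 25C. Cells were ATM-null patient fibroblasts ([…], hTERT), dosed 60 min, then exposed to the DSB inducer NCS for 30 min.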
# Chronic BCR inh: inhibitors of chronic active B-cell receptor signaling | ABC-DLBCL IkBa-CBG/CBR reporter, luminescence ratio, 4 h | Potency, µM (highest dose often 46.1 µM), inactives show at the top dose ratio change, negative = lower green/red ratio, usual class: inhibitors | 340,000 compounds, 0.05% hits | AID 493014; active = well fitted inhibition curve with a large enough effect in the signal ratio, with a control signal flat, not every such curve was filed as active; inconclusive = small, poorly fitted or top-dose-only effect, or effect the other way, or a change in a side signal; the % refers to the signal ratio;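 note: potency is the fitted concentration of half-maximal effect; plate controls were basal doxycycline-induced cells for no effect and cells given 10 µM MG132 for full effect; MG132 reads +100%, hits lower the ratio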
#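 Concentration-response series (up to 46 uM) were applied to TMD8 dual-reporter cells for 4 h at 37C with doxycycline. Green/red ratio, after filter-overlap correction, defined %Activity; red signal alone was normalised to basal cells and zero luminescence.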
# TSHR antagonist: blocks TSH signaling through the human TSH receptor | P16473 | TSHR-expressing cells, TSH-stimulated cAMP HTRF, 2 h; active compounds read low | activity change, negative = inhibition, % at 11.5 µM | 330,000 compounds, 0.2% hits | AID 504810;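 active = activity change below a set negative limit, meaning inhibition stronger than a set level, cut at about -70% in these data; inconclusive = activity change between two set negative limits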; note: % is set by controls: 0 for no effect and ±100 for the full control effect
# Target sequence (P16473 whole entry, looked up): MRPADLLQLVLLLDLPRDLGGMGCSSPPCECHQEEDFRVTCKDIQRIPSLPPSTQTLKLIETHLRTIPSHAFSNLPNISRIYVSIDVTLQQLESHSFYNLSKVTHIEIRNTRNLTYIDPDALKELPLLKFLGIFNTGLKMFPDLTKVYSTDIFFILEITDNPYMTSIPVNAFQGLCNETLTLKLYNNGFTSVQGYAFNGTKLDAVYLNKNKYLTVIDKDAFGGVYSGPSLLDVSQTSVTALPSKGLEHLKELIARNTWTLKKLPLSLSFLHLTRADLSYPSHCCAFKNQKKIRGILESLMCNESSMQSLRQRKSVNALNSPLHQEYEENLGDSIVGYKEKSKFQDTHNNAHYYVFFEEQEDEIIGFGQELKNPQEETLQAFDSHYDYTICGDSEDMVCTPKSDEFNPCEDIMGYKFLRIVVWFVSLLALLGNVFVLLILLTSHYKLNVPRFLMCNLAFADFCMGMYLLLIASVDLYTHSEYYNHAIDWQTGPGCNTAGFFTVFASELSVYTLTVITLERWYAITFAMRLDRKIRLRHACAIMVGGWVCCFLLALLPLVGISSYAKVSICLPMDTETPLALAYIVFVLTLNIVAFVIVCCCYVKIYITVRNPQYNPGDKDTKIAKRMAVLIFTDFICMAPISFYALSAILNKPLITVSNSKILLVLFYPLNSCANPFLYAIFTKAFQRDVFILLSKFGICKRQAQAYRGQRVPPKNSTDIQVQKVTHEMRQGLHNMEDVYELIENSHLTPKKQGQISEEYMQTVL
#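 Competitive HTRF cAMP read-out (cryptate anti-cAMP antibody, cAMP-d2; 30 min, room temperature) in freshly harvested TSHR cells. Compounds added before TSH at EC80 (4nM final), followed by 2 hours' incubation at 37 deg C.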
# TCR activator: T cell receptor activation. primary human leukocytes, anti-CD3, IL-2 HTRF, 48 h. Potency, µM (doses to about 9.22 µM), for the others: at the top dose activation of IL-2 secretion, most hits filed as activators. 330,000 tested, under 10 active. AID 504894; note: % of control where 0% means no effect
#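 Human primary leukocytes + a-CD3 beads + cpd, 48 hr; IL-2 in supernatant by HTRF (ex 320nm / em 665nm). No co-stimulatory signal supplied.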
# hERG WT inh: blocks the wildtype human KCNH2 potassium channel | Q12809 | U2OS, BacMam KCNH2, thallium flux FluxOr; active compounds read low | activity change, % at 1.84 µM | 340,000 compounds, 0.37% hits | AID 720551;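 active = maximum activity change below -70%; inconclusive = maximum activity change between -70% and -50%; inactive = maximum activity change above -50%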; note: % is set by controls: 0 for no effect and ±100 for the full control effect
#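 U2OS cells were transduced with wild-type KCNH2 virus (2.03 x 10^8 / mL) for 4 h at room temperature, then cultured overnight at 37 C. Thallium flux was read with FluxOr dye. Rate constants were normalized to DMSO controls.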
# Giardia kill: Giardia lamblia killing | Giardia lamblia trophozoite viability | activity change, % at 7.66 µM, hits read low | 340,000 compounds, 0.15% hits | AID 540267; in the data active = activity change below about -80%; inconclusive = between about -30% and that limit;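 note: parasites exposed to compound for two days anaerobically before the ATP read; % is set by controls: 0 for no effect and ±100 for the full control effect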
#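 Viability, read as ATP luminescence: trophozoites at 100 cells/well, compound added, 48 hrs anaerobic at 37 deg C, then 15-30 min room-temperature development before reading.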
# Coupling enz: coupling enzyme interference in Giardia aldolase counter-screen. coupling enzyme system counterscreen, AmpLite Red fluorescence. activity change, negative = inhibition, % at 58.2 µM, hits read low. 290,000 compounds, 0.67% hits; in the data active = activity change below about -30%; note: % is set by controls: 0 for no effect and ±100 for the full control effect
#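 Coupling enzymes only (glyceraldehyde-3-phosphate) + compound, at 57.5 uM final, 10 min RT; add substrate/coupling/AmpLite Red mix, 20 min RT; fluorescence ex 525/em 598 nm. Actives flag coupling-system interference.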
# CXXC DNA block: inhibitors of human MLL CXXC domain-DNA interaction | AID 2662 | MLL-CXXC / FITC-HOXA9 DNA fluorescence polarization | Q03164 | 290,000 compounds, 0.037% hits | Potency, µM (highest dose often 115 µM), for the others: at the highest dose activity change, negative = inhibition, hits mostly inhibitors; active = well fitted inhibition curve with a large enough effect in the polarisation, with a control signal flat, not every such curve was filed as active; inconclusive = small, poorly fitted or top-dose-only effect, or effect the other way, or a change in a side signal; inactive = no such curve, though single readings can be large or run the other way; the % refers to the polarisation; note: potency is the fitted concentration of half-maximal effect
#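 Fluorescence polarization: 7 uM MLL-CXXC (stock) preincubated 5 min with compounds, then 50 nM fluorescein-HOX-A9 DNA (stock) added; 30 min ambient. Buffer 50 mM Tris-HCl pH 7.5, 50 mM NaCl, 1 mM DTT, 0.05% BSA.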
# GALK inhibitor: inhibitors of human galactokinase; 270,000 compounds, 0.007% hits; P51570; Purified GALK, Kinase-Glo residual ATP luminescence; Potency, µM (titrated, usually from 57.5 µM), for inactives: top-dose activity change, negative = inhibition, usual class: inhibitors; AID 1868; note: potency is the fitted concentration of half-maximal effect; % is set by controls: 0 for no effect and ±100 for the full control effect
#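 Quantitative HTS: GALK 5 nM, ATP 35 uM, galactose 100 uM, 1 h room temperature, then luciferase-based ATP detection.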
# Tb PFK inh: blocks T. brucei phosphofructokinase. Potency, µM (titrated, usually from 57.5 µM), without a hit: at the top dose activity, negative = inhibition, most hits filed as inhibitors. T. brucei PFK, ADP-Glo luminescence. 330,000 compounds, 0.17% hits. O15648;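 note: potency is the fitted concentration of half-maximal effect; 0% = uninhibited 1x PFK enzyme wells and -100% = no-enzyme wells; nearly all actives have a fitted effect of over 60% in size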
#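 Luminescent ADP detection (ADP-Glo, two-step: ATP depletion then ADP-to-ATP conversion for luciferase) reported PFK activity after 45 min room-temperature reaction of 1.25 nM enzyme with 0.5 mM F6P and 0.1 mM ATP at pH 8.0.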
# Numbers without * were called inactive; ? = inconclusive; / = not tested or not shown; [ ] = another dose, or the depositor's remark. Unless noted, calls come from the whole dose curve; as a rule, active = well fitted curve in the direction sought with a large enough effect; inconclusive = small, poorly fitted or top-dose-only effect, or another doubt; inactive = no such curve, though single readings can be large; an effect the other way counts as inactive or inconclusive.
SMILES,A-T KAP1 phos,Chronic BCR inh,TSHR antagonist,TCR activator,hERG WT inh,Giardia kill,Coupling enz,CXXC DNA block,GALK inhibitor,Tb PFK inh
O=C(C[n+]1cc(-c2ccccc2)n2c1CCC2)Nc1nc(-c2ccc(F)cc2)cs1,10%,1%,1,-3%[46.1 µM],0,-1,4,39%[activator],0%,2%
COc1cc2cc(C(=O)O)[nH]c2c(OC)c1OC,/,1%,-3,-5%,6,2,1,-6%,3%,-1%
Cc1cc(Cl)ccc1OC(C)C(=O)NC(C)C1CCCO1 (stereo not given),?,?,30,5%,4,15,/,?,2%,-1%
COc1ccccc1CN(CC(=O)NCc1ccc(F)cc1)C(=O)c1csnn1,4%,3%,1,0%,-1,3,1,-2%,10%,-2%
COc1ccc(/C=C2\CCCc3c2nc2ccc(C)cc2c3C(=O)O)cc1O,-3%,4%,23,1%,0,2,4,-21%,/,-2%
CC(C)(O)CC[C@@H](O)[C@](C)(O)[C@H]1CC[C@@]2(O)C3=CC(=O)[C@@H]4C[C@@H](O)[C@@H](O)C[C@]4(C)[C@H]3CC[C@]12C,-2%,3%,4,3%,1,14,0,1%,-1%,-7%
CCOc1ccc(CCNC(=O)COC(=O)Cn2cnc3c2c(=O)n(C)c(=O)n3C)cc1OCC,13%,-7%,-1,-7%,-4,0,/,/,/,0%
O=C(O)c1cccc(N2C(=O)c3ccc4c5c(ccc(c35)C2=O)C(=O)N(c2cccc(C(=O)O)c2)C4=O)c1,7%,-6%,-3,-3%,1,9,-21,8%,-4%,-2%
CC(=O)c1ccc(N2CCN(C(=O)c3ccc(Cn4c(=S)[nH]c5ccc(N6CCOCC6)cc5c4=O)cc3)CC2)cc1,0%,-10%,-18,5%,-10,-2,3,7%,10%,0%
Cc1cc(OC(=O)c2cccc(F)c2)c([N+](=O)[O-])c(=O)[nH]1,0%,-5%,-1,-12%,-8,-13,/,-5%,-3%,3%
COc1ccc2nc(C)c3c(c2c1)OC(C)C3 (stereo not given),3%,7%,1,3%,-5,-13,0,-6%,7%,-4%
COc1ncnc(OC)c1NC(=O)c1ccc(F)cc1,-7%,-1%,16,-3%,-3,-14,-2,-3%,0%,-6%
CCCCOc1ccc(CSc2nnc(C)n2N)cc1[N+](=O)[O-],1%,?,7,5%,1,-18,8,-6%,-1%,-3%
CC1CCC(NC(=O)CCCCn2c(=O)[nH]c3ccsc3c2=O)CC1 (stereo not given),11%,-21%,30,2%,-2,-1,-7,-18%,-2%,-2%
CCN(CC)Cc1cc(CC(C(N)=O)C(N)=O)ccc1OC,4%,-2%,-2,-1%,-8,19,2,12%,4%,3%
C=CCn1c(SCC(=O)NCc2ccco2)nc2sc3c(c2c1=O)CCC3,28%,-1%,19,4%,2,6,3,-3%,1%,1%
COC(=O)c1ccc(NC(=O)c2sc3nc(-c4ccccc4)cn3c2C)cc1,3%,?,7,-2%,-2,7,-2,4%,-3%,-4%
COc1ccc(OC(=O)c2ccc3nsnc3c2)cc1,/,0%,5,3%,-2,10,0,3%,1%,6%
CCOCC(=O)Nc1nc2ccc(C)cc2s1,3%,?,-16,1%[46.1 µM],-10,-6,-2,-4%,-4%,0%
COc1ccc(-n2c(C)cc(/C=C3\C(=N)N4N=C(CC(=O)N5CCOCC5)SC4=NC3=O)c2C)c(OC)c1,-4%,4%,28,2%,-25,10,6,19%,3%,?
CCn1c(=O)cc(OCC(=O)N(C)C2CCCCC2)c2ccccc21,/,?,-7,0%,10,8,5,1%,3%,-1%
C/C(Cl)=C/Cn1c(NCCCn2ccnc2)nc2c1c(=O)[nH]c(=O)n2C,0%,-1%,7,-120%,8,-3,1,-4%,4%,0%
Cc1ccc(-n2ncc3c(=O)n(CC(=O)NCC4CCCO4)cnc32)cc1 (stereo not given),0%,-3%,6,-83%,2,0,3,-2%,-2%,0%
CC(=O)NCC(=O)OCC(=O)c1ccc(Br)cc1,1%,-5%,2,-5%[46.1 µM],2,24,0,-7%,-1%,-2%
Cc1ccc(C(=O)CSc2nc(-c3ccccc3)cc(=O)[nH]2)cc1,-4%,4%,-2,/,-91*,-2,-3,2%,3%,-9%
COc1ccc(-c2noc(CNC(=O)CCN3C(=O)[C@H]4CC=CC[C@H]4C3=O)n2)cc1,8%,1%,19,5%,-13,-7,/,4%,2%,-11%
C=CCN(c1ccccc1)S(=O)(=O)c1cccc(C(=O)OCC(=O)NCCOC)c1,0%,?,-5,-11%,-12,?,0,7%,-1%,-3%
CC(c1ccccc1)N(C)C(=O)CN1CCN(S(=O)(=O)c2ccc3c(c2)OCCCO3)CC1 (stereo not given),-1%,-3%,4,60%,-4,22,/,/,/,12%
Cc1ccc2c(c1)C1(C)C(C(C)(C)N2C=O)C1(Cl)Cl (stereo not given),47%,?,11,-1%,-2,12,2,32%[activator],-4%,4%
C=CC[C@@H](Cc1ccc(F)cc1)C(=O)OC[C@H]1CCCN1C(=O)[C@H](CC=C)CC(=O)N[C@H](CO)Cc1ccccc1,3%,?,42,1%,/,3,/,/,/,-2%
Cc1ccnc(NC(=O)CCC(=O)N(CC(=O)NC(C)(C)C)c2ccc(F)c(Cl)c2)c1,-3%,-2%,-8,-9%,-3,4,0,-1%,-1%,2%
CC(C)OC(=O)CSc1nc2cccnc2n1C1CCCCC1,5%,-22%,-23,-4%,-1,-10,-6,2%,-3%,-2%
C/C(=N/NC(=O)c1ccc(O)cc1)c1cccc([N+](=O)[O-])c1,-5%,?,-10,-1%[46.1 µM],-3,-10,2,3%,2%,-6%
C#CCOCCOCCOCCNc1nc(N2CCN(C(=O)[C@H](CCCCN)n3cc(CN)nn3)CC2)nc(N2CCN(C(=O)[C@H](CCC(=O)O)n3cc([C@@H](N)[C@H](C)CC)nn3)CC2)n1,-4%,5%,-6,-5%,3,-8,/,/,/,0%
Cc1ccc(NC(=S)N(CCCN2CCOCC2)Cc2cccs2)c(C)c1,5%,1%,4,0%,-2,7,2,-2%,0%,-7%
CCOC(=O)c1cnc2ccc(Cl)cc2c1Nc1ccc(S(=O)(=O)Nc2ncccn2)cc1,-9%,-6%,14,-6%[46.1 µM],8,2,-8,2%,-2%,0%
O=C(CCN1C(=O)C2CCCCC2C1=O)NNC(=O)c1cccc(Cl)c1 (stereo not given),-3%,1%,32,0%[46.1 µM],-5,-11,5,?,-1%,-1%
CCc1ccc(CNC(=O)c2ccc(OC)c(OC3CCN(C(C)C)CC3)c2)nc1,7%,0%,-4,6%,3,14,/,-3%,-1%,2%
Cc1cccc(NC(=O)CN(C)S(=O)(=O)c2ccc3c(c2)n(C)c(=O)c(=O)n3C)c1C,-11%,2%,-3,2%,1,7,/,5%,-4%,1%
COc1ccccc1OCC(O)CN1CCOCC1 (stereo not given),-7%,3%,0,-4%,-2,-3,0,13%,-1%,2%
CCCCOc1ccc(C2C(C(=O)c3cccs3)=C(O)C(=O)N2CCN2CCOCC2)cc1 (stereo not given),-4%,5%,-16,-2%,-17,-15,0,-16%,4%,-5%
CCOc1ccc(-n2cc(-c3ccccc3)c3c(N4CCOCC4)ncnc32)cc1,2%,6%,-8,0%,-1,3,7,-8%,0%,6%
O=C(COc1ccc2cc(Br)ccc2c1Br)N1CCOCC1,4%,4%,-14,-8%,-4,13,/,75%[activator],-1%,3%
Cc1nc2nc(CSc3nc4ccccc4s3)cc(=O)n2[nH]1,-3%,13%,-15,-5%,1,3,13,-8%,1%,?
Cc1nn(-c2ccccc2)c(C)c1/C=C/C(=O)OCC(=O)NC1CCS(=O)(=O)C1 (stereo not given),-2%,?,-16,-2%,1,-2,-2,14%,-1%,-1%
Cc1cc(C)nc(SCC(=O)NN=C2CCCC2)n1,0%,0%,-5,-12%,/,?,-2,-1%,-2%,0%
CCOC(=O)c1c2c(c(=S)n(-c3ccccc3)c1N)CCC2,-8%,?,-18,8%,-10,-6,-19,0%,5%,1%
O=C(NCc1ccccc1)c1ccc(=O)oc1,1%,10%,1,4%,2,-12,2,-5%,0%,-5%
COC(=O)c1c(NC(C)=O)sc(C(=O)N2CCOCC2)c1C,3%,1%,-3,2%,1,2,0,2%,1%,-2%
Cc1cc(C)nc(NC(=O)Nc2ccccc2C(F)(F)F)n1,-11%,3%,7,-7%,-5,-1,-12,10%,7%,-3%
COc1ccc(S(=O)(=O)N2CCN(Cc3cc(OC)c(OC)c(OC)c3)CC2)cc1,8%,-1%,40,/,4,-24,0,-7%,7%,-11%

# High-throughput results as filed in PubChem BioAssay.
